# bIAP inh – blocks bovine intestinal alkaline phosphatase activity; purified bovine IAP, CDP-star luminescence, 30 min; 190,000 tested, under 10 active; inhibition, % at 20 µM;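 active means over 50% inhibition of intestinal alkaline phosphatase at 20 µM in the single-dose screen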
#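 System: Purified bovine intestinal alkaline phosphatase (IAP) enzyme | Input: IAP diluted 1/65,000,000 in the well | Also added: CDP-star chemiluminescent phosphatase substrate, 30 µM final | Dosing: 20 µM single dose | Times: Enzyme reaction for 30 min at room temperature | Detection: Luminescence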
# TNAP inh hi DEA – inhibitors of human TNAP at high phosphate acceptor concentration; purified TNAP, CDP-star luminescence, 1 M DEA; P05186; 200,000 compounds, 0.03% hits; AID 1135; inhibition, % at 20 µM;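 active means over 50% inhibition of tissue-nonspecific alkaline phosphatase at 20 µM in the single-dose screen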;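 further: plate controls were DMSO wells for no effect and EDTA-quenched wells as full inhibition for full effect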
# Target sequence (P05186 whole entry, looked up): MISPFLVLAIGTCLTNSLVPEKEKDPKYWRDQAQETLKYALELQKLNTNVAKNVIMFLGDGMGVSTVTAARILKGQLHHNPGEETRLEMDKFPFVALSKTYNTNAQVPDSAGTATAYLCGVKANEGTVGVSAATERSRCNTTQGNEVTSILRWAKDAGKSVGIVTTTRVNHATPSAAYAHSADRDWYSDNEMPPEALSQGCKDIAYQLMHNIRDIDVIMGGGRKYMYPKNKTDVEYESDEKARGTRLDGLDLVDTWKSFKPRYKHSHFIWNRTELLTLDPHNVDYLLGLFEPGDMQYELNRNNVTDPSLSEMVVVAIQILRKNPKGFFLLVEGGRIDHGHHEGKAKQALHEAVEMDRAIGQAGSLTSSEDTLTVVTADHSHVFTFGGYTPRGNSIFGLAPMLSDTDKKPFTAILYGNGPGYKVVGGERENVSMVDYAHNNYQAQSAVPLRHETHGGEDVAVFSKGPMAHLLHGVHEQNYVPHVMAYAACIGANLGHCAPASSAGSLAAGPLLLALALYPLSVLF
# L major viab – Leishmania major promastigote growth inhibition. Leishmania major promastigotes, resazurin fluorescence viability. inhibition, % at 10 µM. 200,000 compounds, 9% hits. AID 1063; in the data active means inhibition above about 50%;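 further: promastigotes grown with compound for 44 hours at 28 °C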
# TNAP inh no acc – TNAP (human) inhibition, acceptor-free conditions; 200,000 compounds, 0.26% hits; purified TNAP, CDP-star luminescence, 30 min; AID 1012; P05186; inhibition, % at 20 µM;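 active means tissue-nonspecific alkaline phosphatase inhibition above about 50% at 20 µM in the single-dose screen, limit read from the data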;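 further: 0% = DMSO negative control and 100% = EDTA positive control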
# bIAP act – intestinal alkaline phosphatase (bovine) activation; AID 1016; 200,000 compounds, 0.17% hits; purified bovine IAP, CDP-star luminescence, 30 min; stronger effect = higher value; fold of DMSO-control signal, blank-subtracted; activation factor at 20 µM;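 active means activation factor of 2 or more at 20 µM, a signal rise over negative controls twice the positive control's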
# APP transl inh – APP translation inhibition | SH-SY5Y APP 5'UTR-luciferase reporter, luminescence | inhibition, % at 2 µM | 190,000 compounds, 0.82% hits | AID 1285;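 active means inhibition above a set limit, derived from the sample mean plus 3 SD, cut at about 45% in these data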; further: values of inactives mirror those of a sister screen read the other way
# FLuc act counter – firefly luciferase counter-screen for stimulation assays. P08659. ATPlite luciferase biochemical, luminescence, 10 min; 0 = ATP-free wells, 1 = DMSO control. activation factor at 10 µM. 200,000 tested, under 10 active. AID 1027;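 active means luciferase activation factor, scaled between plate controls, of at least 2 with compound at 10 µM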
# Target sequence (P08659 whole entry, looked up): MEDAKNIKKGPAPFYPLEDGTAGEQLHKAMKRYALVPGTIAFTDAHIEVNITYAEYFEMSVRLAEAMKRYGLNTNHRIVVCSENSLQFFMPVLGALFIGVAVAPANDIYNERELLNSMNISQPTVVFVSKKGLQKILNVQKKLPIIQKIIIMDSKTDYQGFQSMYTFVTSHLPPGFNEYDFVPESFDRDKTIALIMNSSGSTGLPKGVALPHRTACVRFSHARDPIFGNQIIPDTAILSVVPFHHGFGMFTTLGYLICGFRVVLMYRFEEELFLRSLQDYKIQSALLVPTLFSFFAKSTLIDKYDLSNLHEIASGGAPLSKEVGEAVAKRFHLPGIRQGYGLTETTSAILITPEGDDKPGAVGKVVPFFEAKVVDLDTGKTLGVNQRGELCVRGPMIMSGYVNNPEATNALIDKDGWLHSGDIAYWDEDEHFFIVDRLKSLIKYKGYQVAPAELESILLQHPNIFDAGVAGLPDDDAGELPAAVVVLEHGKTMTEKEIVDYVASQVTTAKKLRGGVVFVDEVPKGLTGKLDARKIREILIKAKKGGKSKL
#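 Assay system – cell-free luciferase reagent · Medium – PBS-based ATP solution · Dosing – test compounds dosed from 2 mM stocks in 100% DMSO · Timing – 10 min, room temperature · Technique – light output (luminescence) · Measure – luminescence gain marking luciferase activators · Controls – No-ATP low control, compound-free enzyme-plus-ATP high control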
# FLuc inhib CS – Photinus pyralis luciferase inhibition counter-screen. P08659. inhibition, % at 10 µM. 200,000 compounds, 1.5% hits. ATPLite firefly luciferase biochemical luminescence, 10 min;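 active means inhibition above about 50% when tested at 10 µM, limit read from the data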
# RAM inhibit – inhibitors of the yeast RAM network. S. cerevisiae dse1pr::URA3 reporter, 5-FOA growth OD615, 2 d; analog-sensitive cbk1-as2 kinase mutant strain. inhibition, % at 50 µM. 190,000 compounds, 1.8% hits;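 active means inhibition above a set limit, 3 SD over mean compound inhibition, cut at about 8.4% in these data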;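 further: 0% = DMSO-only wells with no growth and 100% = 10 µM 1-NA-PP1 full growth; inhibition rescues growth on 5-FOA so higher OD means more RAM inhibition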
# TNAP act hiacc – increases human TNAP activity under high phosphate acceptor concentration | P05186 | purified TNAP, CDP-star luminescence, 1 M DEA, 30 min; stronger effect = higher value; 0 = EDTA background, 1 = DMSO-only activity | activation factor at 20 µM | 200,000 tested, under 10 active;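 active means activation factor at least 2 at 20 µM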
#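 Dosing: 20 µM single point. System: human TNAP. Amount: TNAP 1/800 final. Incubation: 30 min, room temperature. Read-out: TNAP activation factor scaled between EDTA and DMSO control wells. Signal: luminescence from CDP-star hydrolysis. Medium: 1 M DEA, pH 9.8, Mg2+, Zn2+. Control set: EDTA negative control, DMSO positive control.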
# * marks the source's active call; other numbers are inactive results; x = no result given.
smiles,bIAP inh,TNAP inh hi DEA,L major viab,TNAP inh no acc,bIAP act,APP transl inh,FLuc act counter,FLuc inhib CS,RAM inhibit,TNAP act hiacc
CC1(C)CC2CC(C)(CN2C(=O)COC(=O)c2ccc(Cl)c(N)c2)C1 (stereo not given),9.7,-9.1,5.8,-12.6,0.9,21.6,1.1,-7.8,2.3,1.1
CSc1nsc(/C=C/Nc2ccc(C(=O)O)cc2)c1C#N,-8.0,0.2,-1.2,-10.0,1.1,-9.8,1.1,-7.1,0.3,1
COCCCNc1oc(-c2ccccc2F)nc1C#N,-2.7,-1.4,-0.2,18.3,1,-16.1,0.9,5.3,1.1,1
COc1ccc(-n2nc3c(=O)[nH][nH]c3cc2=O)cc1,-7.5,17.5,-0.8,2.4,1.1,-16.1,1,-1.5,1.4,0.8
Cc1nn(-c2ccccc2)c2[nH]c(=O)c(CNc3ccc4c(c3)OCCO4)cc12,0.6,-4.0,6.2,-7.2,1,-28.3,1,-1.8,-0.6,1
Cc1[nH]nc(N=CC2=C(O)CC(C)(C)CC2=O)c1-c1ccc(Cl)cc1,-4.3,-0.9,4.0,-18.1,1,-10.9,1,-3.5,3.1,1
Cc1cc(C=O)c(C)n1-c1ccc(Cl)c(C(=O)O)c1,2.2,1.0,8.5,-4.1,1,11.1,1,-2.2,1.4,1
Cn1c(NC(=O)CCC2CCCCC2)cc(=O)n(C)c1=O,4.9,4.1,-3.4,16.7,1,-131.3,0.9,8.9,-0.5,1
O=C(CCSc1nnc(-c2ccncc2)o1)Nc1cccc2ccccc12,11.9,-3.8,1.2,-11.3,0.9,-12.5,1,-1.4,2.8,1
Cc1cccc(NC(=O)CSc2nnc(-c3ccco3)c(-c3ccco3)n2)c1C,2.1,5.2,87.0*,-0.7,1,7.2,1,1.9,3.2,0.9
N/C(=N\OC(=O)COc1ccc2ccccc2c1)c1cccnc1,6.3,0.4,-3.1,-8.4,0.9,-1.0,1,0.9,5.0,1
COCCCNC(=S)N1CCCN(c2nc3c(C)c(C)ccc3cc2C#N)CC1,-28.1,-5.7,6.9,-10.0,1.3,-10.9,1.1,-6.5,16.2*,1.1
CCOC(=O)Nc1ccc(S(=O)(=O)N2CCC(C)CC2)cc1,15.5,-2.8,-3.2,-10.2,0.8,-12.2,1.1,-6.3,1.3,1
CSc1ccc(/C=N/NC(=O)CN2CCN(Cc3ccc(Cl)cc3)CC2)cc1,22.3,-8.0,4.3,-3.4,0.8,18.8,1,-1.5,-0.1,1.1
O=CN1CCN(C(=O)c2ccccc2F)CC1,11.7,-6.5,-3.7,-8.7,0.9,2.8,1.1,-7.2,-0.3,1.1
O=[N+]([O-])c1ccc(N/N=C2/CCCCC2c2ccccn2)cc1 (stereo not given),15.4,11.0,97.6*,-0.8,0.8,-15.4,1,-1.8,-0.9,0.9
Cc1ccc(-n2c(COc3c(C)cccc3C)nnc2SCC(=O)Nc2nccs2)cc1,23.1,-6.2,-3.3,17.7,0.8,9.6,1.1,-5.2,1.9,1.1
COCc1cc(C)nc(SCC(=O)Nc2cccc(C)c2C)c1C#N,10.5,-3.0,-1.6,-11.3,0.9,-3.3,1,-3.6,4.0,1
CC1CC(C)CN(C(=O)CSCC(=O)Nc2nc(-c3cccs3)cs2)C1 (stereo not given),0.6,-5.4,0.2,-21.8,1,-8.4,1.1,-6.8,1.6,1.1
O=C(C1=C[C@@H](c2coc3ccccc3c2=O)C[C@@H](OCc2ccc(CO)cc2)O1)N1CCCCCCC1,-1.5,-6.9,2.4,-2.7,1,-10.4,1.1,-7.6,1.8,1.1
CCOC(=O)C1CCCCN1Cc1cccc(C(F)(F)F)c1 (stereo not given),6.4,-0.6,-5.3,-1.6,0.9,1.6,1,-0.5,1.5,1
CC1(c2ccccc2)CC(C)(C)N2C(=O)C3(C(C#N)=C(N)Oc4cc(O)ccc43)c3cccc1c32 (stereo not given),-8.8,-1.4,12.2,-12.9,1.1,-7.1,1.1,-8.0,8.2,1
Nc1nonc1C(=O)NC(c1ccccc1)c1ccccc1,x,-0.8,-2.0,-9.6,0.4,7.8,1,-3.4,2.4,1
Cc1nc2ccccc2n1S(=O)(=O)N(C)C,-1.5,-1.9,-2.2,-0.1,1,2.9,1.1,-8.7,0.1,1
CNC(=S)N/N=C/c1cn(Cc2ccc(F)cc2)c2ccccc12,0.4,-0.7,9.7,-36.5,1,-1.0,1,-4.7,-0.6,1
COc1ccc(CC(=O)NCC(=O)N/N=C/c2ccco2)cc1,15.7,1.0,-2.0,-1.6,0.8,-16.4,1,-2.0,4.5,1
Cc1ccc2nc3sc(-c4nnc(-c5ccccc5[N+](=O)[O-])o4)c(N)c3cc2c1,8.8,9.1,5.5,3.9,0.9,5.0,0.9,6.4,2.3,0.9
O=C1NC(c2ccccc2)=C(c2nc3ccccc3s2)C(c2ccccc2)N1 (stereo not given),8.2,-2.9,35.5,-5.8,0.9,-18.1,1,-4.6,6.2,1
O=C(Nc1cccc(F)c1)c1cccnc1N1CCOCC1,3.9,-1.6,-6.1,-10.3,1,3.9,1,-4.6,2.0,1
COc1ccc(N2CC(C(=O)NCc3ccccc3)CC2=O)cc1 (stereo not given),-0.9,-10.0,-7.2,-9.3,1,9.7,1.1,-7.7,0.8,1.1
CSc1ccc(S(=O)(=O)NC2CCCCC2)cc1,31.7,-2.4,-2.3,-8.1,0.7,12.4,1,-4.6,0.5,1
CCC(CC)C(=O)Nc1cc(C(=O)OC)ccc1C(=O)OC,12.4,2.3,-1.9,-1.6,0.9,4.3,1,-2.2,-1.0,1
CCOc1ccccc1N(C(=O)Nc1ccc(Cl)cc1)C1=NC(C)CS1 (stereo not given),10.1,-0.9,0.4,-7.9,0.9,-26.7,1,-0.1,2.6,1
Cc1cccc(OCC(=O)Nc2ccc3c4c(cccc24)CC3)c1C,13.1,-3.2,-3.5,-7.5,0.9,-6.7,1.1,-6.4,4.3,1
CCOc1ccc(NC(=O)CCNS(=O)(=O)c2cccs2)cc1,19.8,-10.4,5.8,1.9,0.8,-10.3,1.1,-6.1,-0.8,1.1
Cc1cc(/C=C2/SC(=S)N(c3ccc([N+](=O)[O-])cc3)C2=O)c(C)n1-c1cccnc1,6.2,19.4,91.0*,18.0,0.9,12.6,1,-3.3,7.8,0.8
COc1ccc(Br)cc1CN1CCCC(C(=O)N2CCCCC2)C1 (stereo not given),-5.0,-6.6,0.2,-6.8,1.1,6.2,1.1,-10.0,1.2,1.1
Cc1cc(=O)oc2c3c4c(cc12)OCCN4CCC3,-1.6,-1.4,19.5,-57.5,1,4.3,1,-1.5,0.4,1
CCc1cccc(C)c1NC(=O)CN(C)Cc1ccccc1F,7.3,-2.8,-0.2,-3.5,0.9,-9.5,1.1,-11.7,1.1,1
COCCNC(=O)C(c1ccncc1)N(C(=O)c1sc(C)nc1C)c1cccc(C)c1 (stereo not given),-0.2,-3.8,-5.2,-7.5,1,-8.8,0.9,5.7,1.6,1
CCc1ccc2c(c1)C(C)=CC(C)(C)N2,4.4,-8.2,66.2*,-8.8,1,-11.6,1,0.6,0.2,1.1
O=C(Nc1ccc(NC(=O)C2CCCCC2)nc1)c1cccs1,11.8,-4.9,98.6*,-10.4,0.9,-49.0,1,0.4,5.9,1
COc1ccc(-c2c(C#N)c(SCc3c(C)noc3C)nc3c2C(=O)CC(C)(C)C3)cc1,10.2,1.7,-5.2,-2.5,0.9,-0.9,1.1,-7.7,1.2,1
CC(C)C12CN3CC(C(C)C)(CN(C1)C31C(=O)Nc3ccccc31)C2=O (stereo not given),4.1,-7.2,-0.4,-3.9,1,-2.8,1.1,-10.9,0.7,1.1
O=C1CC(SCc2nc3ccccc3[nH]2)C(=O)N1c1cccc(Cl)c1 (stereo not given),-2.8,-3.3,-6.9,-6.1,1,14.0,1.1,-9.6,3.1,1
CN(Cc1ccccc1)S(=O)(=O)c1ccc(S(=O)(=O)N(Cc2ccc(F)cc2)C2CCCC2)cc1,x,-1.4,-4.7,-4.9,0.2,-7.5,1,0.1,3.9,1
CCOCCCNC(=O)C(NC(=O)Cc1cccs1)c1ccc(Cl)cc1 (stereo not given),-6.6,1.3,2.7,-1.4,1.1,-13.0,1,-2.2,1.1,1
Cc1[nH]n(-c2ccccc2)c(=O)c1-c1cccc(Cl)c1,8.6,-7.5,-9.5,-12.6,0.9,-1.0,1,-2.7,0.6,1.1
CCc1ccc2[nH]c(=O)c(CN(CCCN3CCOCC3)C(=O)Nc3cccc(Cl)c3)cc2c1,12.8,-1.6,83.5*,-12.1,0.9,2.8,1,-4.7,0.2,1
CN(C)CCN(Cc1cc2cc3c(cc2[nH]c1=O)OCO3)C(=S)NCC1CCCO1 (stereo not given),-13.4,-6.7,2.7,-4.0,1.1,5.2,1,-1.1,1.0,1.1

# Additional records follow.
smiles,bIAP inh,TNAP inh hi DEA,L major viab,TNAP inh no acc,bIAP act,APP transl inh,FLuc act counter,FLuc inhib CS,RAM inhibit,TNAP act hiacc
O=C(NCC(=O)N(Cc1ccco1)C(C(=O)NC1CCCC1)c1cccnc1)c1cccs1 (stereo not given),5.3,-7.3,-1.6,-12.9,0.9,-24.2,1.1,-8.8,0.7,1.1
Cc1ccc(S(=O)(=O)N(C)CCCC(=O)NC(C)(C)CO)cc1,17.0,-6.2,-4.3,-10.9,0.8,15.8,1,-4.9,1.7,1.1
O=C(NCc1ccncc1)c1ccc(N2CCCC2)c([N+](=O)[O-])c1,8.0,3.7,-3.9,1.3,0.9,13.9,1,-1.0,2.1,1
COc1ccc(CNc2oc(COc3ccccc3Cl)nc2C#N)cc1,15.5,-4.3,44.0,-7.3,0.8,-0.3,1.1,-6.7,4.5,1
CSc1ncccc1C(=O)OCC(=O)NC1CCS(=O)(=O)C1 (stereo not given),8.6,-6.5,-3.7,-16.0,0.9,-34.4,1,-1.0,1.4,1.1
CCOCCCNC(=S)NC1CC2CCC(C1)N2Cc1ccccc1 (stereo not given),21.5,-2.4,88.0*,-1.8,0.8,-6.1,1,-4.9,0.6,1
COc1ccc(Nc2nc(-c3c[nH]c4ccccc34)cs2)cc1,4.2,2.1,85.2*,7.4,1,-62.3,1,-0.1,3.4,1

# Whole records from above:
# O=C(NCC(=O)N(Cc1ccco1)C(C(=O)NC1CCCC1)c1cccnc1)c1cccs1 (stereo not given) as listed: bIAP inh = 5.3; TNAP inh hi DEA = -7.3; L major viab = -1.6; TNAP inh no acc = -12.9; bIAP act = 0.9; APP transl inh = -24.2; FLuc act counter = 1.1; FLuc inhib CS = -8.8; RAM inhibit = 0.7; TNAP act hiacc = 1.1
# CSc1ncccc1C(=O)OCC(=O)NC1CCS(=O)(=O)C1 (stereo not given) as listed: bIAP inh = 8.6; TNAP inh hi DEA = -6.5; L major viab = -3.7; TNAP inh no acc = -16.0; bIAP act = 0.9; APP transl inh = -34.4; FLuc act counter = 1; FLuc inhib CS = -1.0; RAM inhibit = 1.4; TNAP act hiacc = 1.1

# Screening data as filed in PubChem BioAssay.
